# High-throughput results: PubChem BioAssay, several laboratories
# Pf gametocyte: kills late stage P. falciparum gametocytes; P. falciparum stage V gametocytes, ATP luminescence, 24 h; inhibition, % at 10.9 µM; 150,000 tested, 0.065% active; AID 743093;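 active = inhibition above the mean plus 3 SD of compounds within the control limits, set per campaign, cut at about 38% in these data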;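 note: 0% = DMSO wells and 100% = medium only without gametocytes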
# Avidin fluor: avidin bead compound fluorescence profile | Avidin beads, compound fluorescence 488/530 nm, flow cytometry; stronger effect = higher value | fluorescence (KMESF) at 10 µM | 220,000 tested, 0.38% active | AID 1775; in the data active = fluorescence above about 47; note: inactives centre near 10
# Mcl1-Noxa inh: Mcl-1/Noxa interaction inhibition; AID 1022; 220,000 tested, 1.5% active; inhibition, % at 21.7 µM; TR-FRET Mcl-1/Noxa peptide binding, 2 h;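 active = compounds that cut the protein-peptide binding signal by more than 50% relative to plate controls in a single-dose test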;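 note: His-tagged Mcl-1 with rhodamine Noxa BH3 peptide and terbium anti-His antibody; 0% = Mcl-1 plus Noxa peptide wells and 100% = peptide-only wells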
# Target sequence (Q07820 whole entry, looked up): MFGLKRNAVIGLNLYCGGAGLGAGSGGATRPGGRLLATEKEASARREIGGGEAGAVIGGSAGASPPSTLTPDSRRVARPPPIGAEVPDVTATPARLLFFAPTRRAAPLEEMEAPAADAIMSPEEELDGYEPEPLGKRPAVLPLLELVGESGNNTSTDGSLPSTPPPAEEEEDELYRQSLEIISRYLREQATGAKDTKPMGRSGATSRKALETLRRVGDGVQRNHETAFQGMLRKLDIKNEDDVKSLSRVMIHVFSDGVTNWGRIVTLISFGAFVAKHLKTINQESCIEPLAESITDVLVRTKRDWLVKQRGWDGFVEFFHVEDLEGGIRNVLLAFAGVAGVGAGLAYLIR
# Rac1 wt modul: alters GTP binding to wildtype human Rac1. GST-Rac1 beads, fluorescent GTP binding, flow cytometry; actives lie on both sides; 0 = cold GTP competed, 100 = untreated. GTP binding activity (% of control), % at 10 µM. AID 757. 190,000 tested, 0.27% active;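 active = GTP binding activity at least 20 points away from the 100% control level, either lower or higher; inconclusive = compound flagged as likely green fluorescent, judged across all proteins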
# ABCB1 inh: human ABCB1 inhibition, ABCG2 as counter-screen; 190,000 tested, 0.067% active; inhibition, % at 6.6 µM; CCRF-Adr cells, JC-1 efflux, flow cytometry; in the data active = inhibition above about 40%;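 note: 0% = vehicle and 100% = reference inhibitor; higher value means more JC-1 retained so stronger ABCB1 efflux block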
# Rab2 wt GTP: changes GTP binding to wildtype dog Rab2A, up or down; GST-Rab2 wt beads, Bodipy-GTP binding, flow cytometry; GTP binding activity, % at 10 µM; P61105; 190,000 tested, 0.19% active;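 active = GTP binding activity at least 20 points away from 100%, either lowered or raised; inconclusive = signal likely due to the compound's own green fluorescence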;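 note: 0% = beads with excess unlabeled GTP and 100% = no-compound control corrected for plate trend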
# Cdc42 wt: modulators (inhibitors or activators) of GTP binding to human Cdc42 wildtype. GST-Cdc42 beads, Bodipy-GTP binding, flow cytometry; actives lie on both sides. P60953. percent activity (GTP binding), % at 10 µM. 190,000 tested, 0.2% active;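 active = percent activity GTP binding at least 20 points away from the 100% baseline, either down as inhibitor or up as activator; inconclusive = compound flagged as likely green fluorescent from well-wide comparison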;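 note: median bead fluorescence of bound Bodipy-FL-GTP at 100 nM; 0% = excess unlabeled GTP control and 100% = no compound control; below 100% means less GTP binding so inhibitor and above means activator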
# Target sequence (P60953 whole entry, looked up): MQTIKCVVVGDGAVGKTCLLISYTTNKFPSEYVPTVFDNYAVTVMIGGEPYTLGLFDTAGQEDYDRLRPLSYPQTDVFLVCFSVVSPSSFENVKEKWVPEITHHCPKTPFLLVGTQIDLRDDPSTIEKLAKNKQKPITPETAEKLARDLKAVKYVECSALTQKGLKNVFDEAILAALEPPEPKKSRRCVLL
# Rac1 act GTP bind: alters GTP binding to activated mutant human Rac1; 190,000 tested, 0.11% active; GST-Rac1 activated beads, fluorescent GTP binding, flow cytometry; actives lie on both sides; 100% means binding = to untreated wells; P63000; AID 764; percent activity (GTP binding), % at 10 µM;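 active = GTP binding at least 20 percentage points away from the 100% baseline, in either direction, so actives lie on both sides; inconclusive = Compound likely fluorescent itself, or too few beads counted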
# Rab7 wt modul: modulators of GTP binding to dog Rab7 wildtype GTPase; GST-Rab7 beads, fluorescent GTP binding, flow cytometry; actives lie on both sides; untreated = 100%, excess cold GTP = 0%; GTP binding activity (percent of control), % at 10 µM; 190,000 tested, 0.055% active; AID 758;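 active = fluorescent GTP binding to Rab7 beads changed by at least 20 points from the 100% baseline, either direction, mostly lower; inconclusive = compound itself probably fluorescent, or too few beads counted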;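 note: median green fluorescence of bound Bodipy-FL-GTP per Rab7 bead population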
# HRas wt GTP: human HRas wildtype GTP binding, change in either direction. P01112. GST-Ras wt beads, Bodipy-FL-GTP binding, flow cytometry; actives lie on both sides. GTP binding activity, % at 10 µM. 190,000 tested, 0.14% active;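 active = GTP binding activity at least 20% away from the 100% baseline, either lowered as inhibitor or raised as activator; inconclusive = flagged as likely green fluorescent, judged across all proteins in the well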;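 note: 0% = unlabeled GTP competition control and 100% = no-compound control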
# Target sequence (P01112 whole entry, looked up): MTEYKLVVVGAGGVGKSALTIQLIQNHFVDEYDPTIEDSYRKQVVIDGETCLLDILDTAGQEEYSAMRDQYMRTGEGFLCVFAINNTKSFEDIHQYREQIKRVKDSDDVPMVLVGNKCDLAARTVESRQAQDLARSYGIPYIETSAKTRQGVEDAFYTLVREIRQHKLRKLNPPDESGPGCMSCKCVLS
# ABCG2 inh: inhibitors of human ABCG2 transporter, ABCB1 counter-screen; Q9UNQ0; IgMXP3 cells, JC-1 efflux, flow cytometry; inhibition, % at 6.6 µM; 190,000 tested, 0.1% active;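 active = inhibition above 80%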;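 note: 0% = DMSO and 100% = nicardipine control wells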
#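 material = IgMXP3 (ABCG2) plus far-red-tagged CCRF-Adr (ABCB1) cells | amount = 3 million cells/mL, equal mix of both lines | also added = JC-1 transporter substrate | dosing = one concentration, 6.6 µM final | schedule = 10 min at 25 °C | measured by = flow cytometric JC-1 green MFI at 530 nm | read-out basis = percent efflux inhibition, scaled nicardipine 100% to DMSO 0%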
# The depositor's hits bear a star; ? = inconclusive; · = no result given.
SMILES,Pf gametocyte,Avidin fluor,Mcl1-Noxa inh,Rac1 wt modul,ABCB1 inh,Rab2 wt GTP,Cdc42 wt,Rac1 act GTP bind,Rab7 wt modul,HRas wt GTP,ABCG2 inh
CCc1ccccc1NC(=S)N(CCCN1CCOCC1)Cc1ccccn1,4,14,13,107,0.2,103,101,100,103,101,4
CCOC(=O)c1c(NC(C)=O)sc2c(OCCN(CC)CC)c(Br)ccc12,4,10,17,99,7.0,97,98,96,96,98,8
CC(OC(=O)C1CCCCC1)c1nc2ccccc2[nH]1 (stereo not given),3,13,18,102,0.8,100,100,98,101,101,14
CC[n+]1ccc(/C=C2\Sc3ccccc3N2CCCS(=O)(=O)[O-])c2ccccc21,-2,9,32,100,0.0,95,96,96,100,98,0
O=C(NCC(=O)N(Cc1ccccc1)C(C(=O)NC1CCCC1)c1ccncc1)c1ccco1 (stereo not given),15,19,3,106,0.5,102,103,102,97,102,1
c1ccc(-c2cnnc(N3CCCCC3)n2)cc1,·,5,-3,101,0.2,97,96,96,100,96,3
CC(=O)CCc1ccc(OC(=O)c2cccnc2)cc1,15,34,8,100,-0.1,97,99,98,99,98,4
COc1ccc2c(c1)c1ncn(CCN3CCNCC3)c(=O)c1n2C,·,9,10,102,0.3,99,99,96,101,98,10
Cc1cc(-c2ccc(Br)s2)nc(-n2cccc2)n1,-13,11,-20,94,-0.2,95,94,94,93,94,2
CC(=O)OC(C(=O)n1nc(C)cc1C)c1ccccc1 (stereo not given),-25,14,10,?,0.6,?,?,?,?,?,2
Cc1ccc(/C=[N+](/C)[O-])cc1,21,9,-3,95,0.1,97,96,94,92,95,1
CCOC(=O)c1[nH]c(C)c(CN(CCc2ccccc2)S(C)(=O)=O)c1C,·,7,6,103,0.6,101,102,99,102,102,1
COc1ccc(-c2ncncc2-c2csc(C)n2)c(O)c1,·,10,11,101,1.4,98,102,97,94,98,7
COC(=O)[C@@H](NC(=O)O[C@@H]1C(=O)c2cc(Br)ccc2O[C@H]1c1cccc(OC)c1)C(C)C,·,7,-16,104,1.9,101,104,99,104,101,9
Cc1cccc(-c2nc(CSc3nc4c(c(=O)[nH]3)CCC4)c(C)o2)c1,·,2,1,98,0.6,96,95,94,96,96,1
O=C(Nc1ccccc1CC[N+](=O)[O-])N1CCN(c2ccccc2)CC1,2,11,-13,100,0.2,97,98,97,99,96,1
COc1ccc(Cl)c(Cn2c(NCc3ccco3)nc3c2c(=O)n(C)c(=O)n3C)c1,·,8,47,97,0.0,98,97,96,99,97,-1
COc1ccc2c(c1)CC(C1(O)C(=O)Nc3ccccc31)C2=O (stereo not given),-1,4,3,109,0.3,101,105,100,100,101,3
Cc1cc(C(=O)N2CCN(C(=O)C3CCCO3)CC2)no1 (stereo not given),6,11,12,101,0.6,97,97,94,96,96,0
CCOC(=O)c1cc2sc(C)cc2n1CC(=O)N1CCc2ccccc21,·,13,-22,100,0.4,97,102,95,100,102,10
CCC(=O)N1CCCn2c1nc1ccccc12,·,5,8,108,2.0,99,100,101,99,100,7
CC(C)(C)NC(=O)CSc1nsc(SCC(=O)NC(C)(C)C)c1C#N,3,8,-2,101,0.3,98,103,97,96,98,1
O=C(CN1CCOCC1)Nc1ccc2c(c1)OCO2,·,25,4,98,0.0,99,98,97,104,101,0
CCOC(=O)c1cnn(-c2ccc(C(F)(F)F)cn2)c1N,·,39,-2,104,0.3,102,105,102,103,103,2
CC(C)COc1ccc(/C(O)=C2/C(=O)C(=O)N(CCN(C)C)C2c2ccncc2)cc1 (stereo not given),·,19,7,101,0.1,103,96,98,95,99,-5
CC(CCc1ccccc1)NC(=O)Cc1ccc([N+](=O)[O-])cc1 (stereo not given),-18,15,-2,103,1.1,102,105,104,95,103,9
COc1ccccc1C1C([N+](=O)[O-])=CC([N+](=O)[O-])=CN1C (stereo not given),-7,3,11,101,0.0,98,99,98,100,100,0
COc1ccc(-c2[nH]ncc2CN2CCCC(C(=O)c3ccc(OC)cc3OC)C2)cc1 (stereo not given),2,6,11,98,1.5,100,97,95,106,98,3
CC(CCc1ccccc1)NC(=O)c1nnc(Cc2ccc(F)cc2)o1 (stereo not given),·,6,0,100,1.4,100,99,99,99,100,10
Clc1ccc(OCCCc2nc(-c3cccnc3)no2)c(Cl)c1,·,21,-13,99,0.4,97,99,97,93,97,18
CC1CCN(S(=O)(=O)c2ccc(C(=O)Nc3sccc3C(N)=O)cc2)CC1,·,6,7,99,-0.1,97,94,96,100,97,1
CC(C)C(=O)NC(=S)Nc1ccc(S(=O)(=O)N2CCCC2)cc1,-13,13,-17,100,-0.1,99,98,99,99,99,-1
COc1cccc(NC(=O)Nc2ccc(C)c(Cl)c2)c1,·,10,6,103,-0.6,98,99,98,105,103,0
Cc1ccc(C(=O)NCc2ccc3c(c2)OCO3)cc1S(=O)(=O)N1CCOCC1,·,7,1,103,0.5,104,105,101,99,104,2
COc1ccc(CCC(=O)Nc2cc(S(C)(=O)=O)ccc2Cl)cc1,·,9,9,99,0.6,97,98,95,100,99,6
COc1ccc(-c2cc(C(F)(F)F)nc(SCC(=O)NCc3ccco3)n2)cc1OC,·,25,19,96,1.4,96,97,93,95,97,4
COC(=O)c1[nH]c2c(c1C)C(=O)CC(c1cc(OC)ccc1OC)C2 (stereo not given),·,8,9,101,0.6,99,101,99,102,100,4
Cc1ccccc1CS(=O)(=O)Cc1ccc(C(=O)NCc2cccnc2)o1,·,10,-18,100,0.7,97,101,98,96,96,4
CNc1nc(-c2ccc(Cl)cc2)cs1,·,13,29,97,0.5,92,98,98,91,98,4
CC1(C)Cc2c(c(N3CCOCC3)nc3sc(C(=O)N4CCCCC4)c(N)c23)CO1,·,7,43,105,-2.0,99,105,99,100,99,-4
CC(C(=O)N1CCOCC1)c1ccc([N+](=O)[O-])cc1 (stereo not given),9,11,14,103,1.3,100,99,99,99,101,5
c1ccc(COc2cccc(CNCc3cccnc3)c2)cc1,·,9,24,97,0.9,91,100,92,93,93,0
O=C(NCC1CCCO1)c1onc(CSc2ccc(Cl)cc2)c1C(=O)O (stereo not given),·,8,15,89,0.8,88,90,85,92,91,3
C=CCSc1nsc(N)n1,·,14,6,98,0.6,104,103,97,104,103,2
O=C1C2CSCN2C(=O)CN1CCCN1CCN(C(c2ccccc2)c2ccccc2)CC1 (stereo not given),-2,2,8,103,1.7,101,102,99,99,99,3
Cc1ccc(Cl)cc1N=C(N)N=C(N)N,3,9,11,104,0.4,98,100,98,110,100,1
Cc1ccc(C(=O)/C=C/c2ccccc2)o1,·,37,10,106,0.5,102,104,100,104,104,4
Cn1nnnc1SCc1nnc(-c2ccc(F)cc2)o1,6,10,15,99,-0.1,101,100,99,102,99,0
C[C@@H](O)[C@@H]1NC(=O)c2cc([N+](=O)[O-])cc(I)c2NCC[C@@H](C(N)=O)NC(=O)CNC1=O,-22,13,7,102,0.3,100,102,98,103,101,0
CC(C)n1nnnc1-c1cccc(Cl)c1,23,22,14,106,0.3,100,103,97,105,102,1
CCOC(=O)C1=C(C)Nc2ncnn2C1/C=C/c1ccccc1 (stereo not given),-23,12,-1,110,0.1,102,108,98,102,104,6
COc1ccc(OC)c(NC(=O)CC2SC(=Nc3ccccc3)N(CCc3ccccn3)C2=O)c1 (stereo not given),·,10,19,101,3.8,98,103,99,101,100,41
C[C@@H]1C=C[C@](Cc2ccccc2)(C(=O)NCC2CC2)N1C(=O)c1ccccc1,-29,10,5,103,0.6,100,100,97,93,98,0
CC1CC(Nc2ccccc2)=NC1(C)C (stereo not given),-12,3,-4,109,0.5,101,103,97,105,104,1
O=C(CNC(=O)c1ccco1)NCC(=O)OCc1ccc(C(=O)Oc2ccc(Cl)cc2)cc1,10,15,-3,107,0.5,101,106,99,101,102,2
S=C1NC2(CCCCC2)NN1c1ccccc1,-22,3,5,101,1.1,98,98,97,94,99,2
COc1ccc(F)cc1S(=O)(=O)NCc1ccccc1,·,15,4,103,0.3,99,101,102,105,100,7
CCO[C@H]1OC(C(=O)O)=C[C@@H](C2CCCCC2)[C@@H]1CCCO,·,6,-24,98,0.1,97,96,97,98,99,1
O=C(CSc1nnc(CCCN2C(=O)c3cccc4cccc(c34)C2=O)n1-c1ccccc1)N1CCN(CCO)CC1,10,4,12,103,-0.4,100,100,102,101,100,-7
Cc1cc(-c2cccs2)c2c(N)c(C(=O)c3ccc4c(c3)OCO4)sc2n1,-22,13,-8,103,0.7,96,102,100,98,99,0

# Next structures:
SMILES,Pf gametocyte,Avidin fluor,Mcl1-Noxa inh,Rac1 wt modul,ABCB1 inh,Rab2 wt GTP,Cdc42 wt,Rac1 act GTP bind,Rab7 wt modul,HRas wt GTP,ABCG2 inh
O=C(NNc1ccc([N+](=O)[O-])cc1)c1ccccc1Cl,13,9,10,97,0.0,100,99,94,112,96,0
C/C(=N\N=C(/N)SC1CC(=O)N(c2ccc(Br)cc2)C1=O)c1cccs1 (stereo not given),·,23,29,95,-0.3,94,95,90,97,98,-1
CNC(=O)C1CCC(=O)N1Cc1ccccc1Cl (stereo not given),3,9,13,105,0.2,103,104,98,99,103,0
O=S(=O)(NCC(c1cccnc1)N1CCN(c2ccccc2)CC1)c1cc(F)ccc1F (stereo not given),·,14,20,97,4.1,97,98,95,95,98,2
O=C(Cn1c(NCCO)nc2ccccc21)NCC1CCCO1 (stereo not given),9,6,17,101,1.7,95,96,93,98,100,4
CCC(=O)N1c2ccccc2NC2=C(C(=O)CC(c3ccco3)C2)C1c1ccco1 (stereo not given),16,8,18,106,0.5,98,101,100,101,100,1
COc1ccccc1N1CCN(C(=O)C(=O)N/N=C/c2cccc(O)c2)CC1,·,13,·,92,0.3,95,95,93,96,96,1
C=CCc1cc(Cl)ccc1OCCNCCCOC,-4,4,26,103,0.8,103,105,103,104,102,2

# By substructure: those above containing a COOH group
SMILES,Pf gametocyte,Avidin fluor,Mcl1-Noxa inh,Rac1 wt modul,ABCB1 inh,Rab2 wt GTP,Cdc42 wt,Rac1 act GTP bind,Rab7 wt modul,HRas wt GTP,ABCG2 inh
O=C(NCC1CCCO1)c1onc(CSc2ccc(Cl)cc2)c1C(=O)O (stereo not given),·,8,15,89,0.8,88,90,85,92,91,3
CCO[C@H]1OC(C(=O)O)=C[C@@H](C2CCCCC2)[C@@H]1CCCO,·,6,-24,98,0.1,97,96,97,98,99,1

# Rows are unselected, and some 2.3% of all compounds hit somewhere here.
